# Insulin prom up – insulin promoter activators in MIN6 cells, imaging, high-content screening, mouse beta cells | 190,000 tested, 0.3% active | AID 1625, 2009 | MIN6 insulin promoter-GFP reporter; hits give high values | z-score at 5 µM;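 active = z-score above 3 at 5 µM with at least 500 cells counted in the well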
# Yfh1-off respiration – enhancers of respiration in Yfh1-depleted yeast, dose response, Friedreich's ataxia, plus single-dose screen (AID 1465). one-dose fold induction at 50 µM; EC50 in µM for titrated hits. S. cerevisiae Yfh1-off respiration, WST-1 reduction, 72 h; higher fold induction means a stronger effect. 220,000 tested, 0.074% active;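 active = fold induction of absorbance versus untreated yeast above a set limit, then at least 30% activation at any dose in follow-up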;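 note: activators that raise dye reduction in frataxin-depleted yeast; strong numbers were not always called active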
# HEK293 NOD2/NF-kB – NOD2 signaling inhibitors, cell-based, luminescence, uHTS, HEK293 (AID 1566); HEK293 NOD2/NF-kB luciferase reporter, luminescence; higher % means a stronger effect; inhibition, % at 4 µM, or EC50 in µM where a hit was titrated; 290,000 tested, 0.63% active; in the data active = inhibition above about 50%; note: many of its hits are not listed in these tables
# Dynein transport – inhibitors of GR-EGFP nuclear translocation, primary screen, dynein cargo transport inhibitor project, imaging, high-content, 3617.4 mouse cells; 220,000 tested, 0.47% active; z-score, hits read low; test concentration mostly 20 µM; stimulated with dexamethasone, 1 µM; hits give low values;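 active = plate z-score of nuclear minus cytoplasmic receptor signal below a set negative limit, without overly bright fluorescence or cell loss, cut at about -3.5 in these data, passing the limit was not always enough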;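 note: z-score of nuclear minus cytoplasmic ring GR-EGFP intensity difference per well; some compounds called inactive have numbers as strong as hits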
#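 Buffer or medium: tet-free, stripped-serum medium; Also added: dexamethasone, 1.0 µM final; Technique: high-content fluorescence imaging after fixation; Times: 48 h induction, 1 h compound, 30 min dex at 37 °C; Read-out: per-cell GR-EGFP intensity, nucleus versus surrounding cytoplasmic ring, well-averaged.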
# MT stabilize HCS – microtubule stabilizers in HeLa cells, primary screen, imaging, high-content imaging. % tubulin-high responders, % at 10 µM. HeLa tubulin immunostaining HCS, 24 h; share of cells brighter than vehicle mean+2SD. 200,000 tested, 0.83% active;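 active = plate Z-score above 3 for both tubulin-high and condensed-nucleus cell shares, with cell loss under 80%, at 10 µM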;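 note: anti alpha tubulin signal scored within the nucleus-defined area of each cell; some results filed as inactive read as strong as hits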
# P. falciparum M17LAP – P. falciparum M17LAP inhibitors, primary screen, biochemical, fluorogenic H-Leu-NHMec substrate, 1536-well (AID 1619) | Leucine aminopeptidase (Plasmodium falciparum (isolate 3D7)) | recombinant M17LAP, H-Leu-NHMec fluorogenic kinetic assay; higher % means a stronger effect | inhibition, % at 30 µM, or IC50 in µM where a hit was titrated | 220,000 tested, 0.38% active;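 active = compound inhibiting the enzyme by more than half at any dose during confirmatory dose-response retesting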;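 note: plate controls were full reaction with DMSO carrier for no effect and no enzyme background for full effect; strong numbers were not always called active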
# Autophagy HCS – autophagy modulators in MEF cells, primary screen, imaging, high-content, MEF GFP-LC3 | calls only at 10 µM (by protocol) | MEF GFP-LC3 puncta imaging; test concentration mostly 10 µM | AID 463193, 2010 | 190,000 tested, 0.98% active;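 active = percentage of spot-positive cells more than 3 SD above its plate mean, without a fluorescence outlier flag or 80% toxicity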;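 note: spot-positive cell cutoff set from DMSO-treated cells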
# b-catenin transl – modulators of beta-catenin nuclear translocation, primary screen, imaging, HeLa cells, immunofluorescence, high-content. nuclear translocation activity, % at 5 µM. 190,000 tested, 0.3% active. AID 1665, 2009;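 active = nuclear translocation activity above 50% at 5 µM, with a well cell count of 50 or more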;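 note: per-cell ratio of nuclear to cytoplasmic median beta-catenin stain intensity; plate controls were DMSO negative control for no effect and GSK-3 inhibitor IX positive control for full effect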
#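 Test system: human HeLa cell line; Doses: 5 µM primary, 0.02–20 µM confirmation; Incubation: 24 h compound exposure, 37°C; Detection: beta-catenin immunofluorescence imaging with DAPI; Read-out: beta-catenin nuclear/cytoplasmic ratio, % activation.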
# NOD1 inhibition – NOD1 signaling inhibitors, primary screen, cell-based, luminescence, uHTS (AID 1578); NOD1-driven NF-kB luciferase reporter cells, luminescence; higher % means a stronger effect; inhibition, % at 4 µM, or EC50 in µM where a hit was titrated; 290,000 tested, 1% active; in the data active = inhibition mostly above about 36%, no sharp cut-off; inactive = mostly below about 34%;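 note: HEK-293T reporter cells stimulated with the NOD1 agonist gamma-tri-DAP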
# Dynein transport cytoplasmic EGFP – recorded beside Dynein transport, whose call it bears; z-score; measured here: cytoplasmic GR-EGFP intensity; hits give high values
# Dynein transport nuclear GR-EGFP – recorded beside Dynein transport, whose call it bears; z-score; measured here: nuclear GR-EGFP intensity;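 lower value marks the stronger effect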
# Dynein transport cell count – also measured in Dynein transport; calls as there; z-score; measured here: cell count per field
# Insulin prom up cell count – further read-out of Insulin prom up, marked with its call; cell count; measured here: cytotoxicity, nuclei count;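 total cells summed across four imaged fields per well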
# b-catenin transl cell count 5 µM – recorded beside b-catenin transl, whose call it bears; cell count; measured here: cell count, cytotoxicity flag
# MT stabilize HCS Hoechst-high % – further read-out of MT stabilize HCS, marked with its call; % Hoechst-high responders; measured here: nuclear condensation Hoechst responders;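 share of cells brighter than vehicle mean plus two SD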
# MT stabilize HCS cytotoxicity % – also measured in MT stabilize HCS; calls as there; toxicity, %; measured here: cytotoxicity by cell density;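 0% = mean cell density of plate MIN control wells and 100% = no cells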
# Autophagy HCS cell loss 18 h – further read-out of Autophagy HCS, marked with its call; toxicity, %; measured here: cell loss, nuclei count;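 cell loss after 18 h compound exposure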
# * = called active by the depositor; i = inactive; · = no result given.
SMILES,Insulin prom up,Insulin prom up cell count,Yfh1-off respiration,HEK293 NOD2/NF-kB,Dynein transport,Dynein transport cytoplasmic EGFP,Dynein transport nuclear GR-EGFP,Dynein transport cell count,MT stabilize HCS,MT stabilize HCS Hoechst-high %,MT stabilize HCS cytotoxicity %,P. falciparum M17LAP,Autophagy HCS,Autophagy HCS cell loss 18 h,b-catenin transl,b-catenin transl cell count 5 µM,NOD1 inhibition
Cc1nn(-c2ccccc2)c2sc(C(=O)OCn3nnc4ccccc4c3=O)cc12,0.22,1216,i,5%,-0.22,-0.29,0.78,0.27,3.7,2.7,2.3,16%,i,14,-5.0,566,-9%
Cn1c(=O)c2c(nc(N3CCCCCC3)n2Cc2cccc3ccccc23)n(C)c1=O,-1.7,1167,·,0%,0.26,-0.2,0.32,-0.059,4.0,2.4,8.3,0%,i,21,-0.5,870,14%
C=C(C)C(=O)OC1(C(F)(F)F)Oc2cc(C)ccc2NC1=O (stereo not given),0.73,1256,i,-14%,-1.5,-0.15,-0.97,0.32,2.6,1.6,6.4,5%,i,5,-4.2,1009,-4%
O=S(=O)(Cc1ccccc1Cl)c1ncn[nH]1,0.06,1085,i,4%,0.79,-0.19,1.5,-1.4,·,·,·,-8%,·,·,-0.2,1311,-9%
O=C(COC(=O)COc1ccccc1F)Nc1ccc(Cl)cn1,0.04,1426,i,4%,0.4,0.0021,-0.042,-0.27,·,·,·,-2%,·,·,-0.7,1279,-10%
O=C(NCC1CCCN(C(=O)c2cccnc2)C1)c1ccc(-c2ccccc2)cc1 (stereo not given),-0.72,1453,i,-8%,-0.91,-0.26,-0.045,1.2,3.2,2.3,8.5,·,i,-5,0.0,1074,4%
Cc1nn(C)c(C)c1NC(=O)c1ccc(Br)o1,0.77,1160,i,3%,-0.0041,-0.28,-0.21,0.28,2.1,1.1,4.6,6%,i,-2,0.3,1102,-14%
O=C(NNC(=O)c1ccccc1Cl)c1ccco1,-0.68,1004,i,-2%,-0.48,-0.2,-0.29,0.26,·,·,·,-4%,·,·,-0.7,1303,-4%
CCOc1ccc(-n2c(=O)c3c(C)c(C(=O)N(C)C)sc3n(CC(=O)Nc3ccccc3F)c2=O)cc1,-0.67,1181,i,19%,-0.47,-0.37,-0.57,0.14,1.9,2.4,6.4,8%,i,-8,1.5,1026,-5%
O=C(CSCc1ccccc1Br)N/N=C/c1ccc2c(c1)OCO2,-0.32,1505,i,-15%,-0.82,-0.23,-0.45,0.16,4.2,3.1,3.0,10%,i,8,-1.6,1156,5%
COCCCNC(=O)CCCC(=O)NCCCOC,1.7,1441,i,0%,0.16,-0.013,0.19,0.27,2.4,2.0,5.5,-3%,i,-2,·,·,-21%
O=C(CCNC(=O)c1ccccc1)Nc1ccc(F)c(Cl)c1,0.64,1560,i,14%,0.71,-0.26,0.48,-0.36,2.7,2.5,4.2,4%,i,-7,-0.5,1110,-22%
Fc1cccc(Cl)c1CNn1cn[nH]c1=S,0.17,1607,i,-8%,0.94,-0.23,0.62,-1.1,2.8,1.8,3.9,5%,i,18,-3.5,1031,-48%
COc1cc(C)nc(Nc2nc(C)c(C(C)=O)s2)n1,0.35,1378,i,8%,-0.87,-0.17,-0.12,0.054,3.1,1.2,8.5,-5%,i,8,3.4,1190,-1%
O=C(c1ccco1)N(Cc1cc2ccccc2[nH]c1=O)CC1CCCO1 (stereo not given),-1.6,808,i,12%,1.2,-0.12,0.52,0.39,1.4,1.2,9.1,10%,i,1,·,·,-30%
COc1ccc(-c2cc3nc(C)c(CCC(=O)NCc4ccco4)c(C)n3n2)c(OC)c1,0.42,1234,i,7%,3.2,-0.034,2,-2.4,3.0,1.3,4.5,9%,i,3,-1.9,1336,-9%
CCO[C@H]1OC(C(=O)NCc2ccccc2)=C[C@@H](C2CCCCC2)[C@@H]1CCCO,-0.29,1381,i,11%,-0.83,-0.086,-0.14,-0.51,4.0,2.7,7.3,-6%,i,10,-1.8,1211,-1%
Clc1ccc(-c2csc(N3CCc4ccccc4C3)n2)cc1,0.43,1533,i,0%,0.38,-0.24,-0.016,0.49,2.8,1.6,4.2,7%,i,7,2.1,1350,-34%
Cc1ccc(C(=O)Nc2ccccc2C(=O)N2CCCC2)cc1[N+](=O)[O-],-0.65,1385,i,9%,0.37,-0.26,-0.15,-0.76,4.6,2.4,6.9,2%,i,2,·,·,-35%
Cc1ccc(N2C(=O)c3n[nH]c(C)c3C2c2cccnc2)cc1 (stereo not given),0.01,1391,i,5%,-0.39,-0.28,0.028,-0.058,4.2,2.8,7.0,-18%,i,1,-7.6,979,-28%
CCN(C(=O)COC(=O)c1cc(-c2cccc3ccccc23)nc2ccccc12)C1CCS(=O)(=O)C1 (stereo not given),0.12,1435,i,5%,-0.012,-0.16,-0.28,-1.4,2.1,2.3,5.1,9%,i,10,3.6,1116,-33%
O=C(CCl)NNC(=O)c1c(O)c2ccccc2[nH]c1=O,-0.33,1211,i,20%,-0.56,-0.26,-0.32,0.55,·,·,·,-7%,·,·,1.8,1006,18%
Cc1ccc(OCC(=O)Nc2ccc(CN3CCCCC3)cc2)c(C)c1,-0.25,1496,i,2%,1.8,-0.26,0.36,-0.29,7.1,1.1,7.3,1%,i,-5,0.0,1467,-6%
Cc1cc(C)nc(NC(=O)CSc2nccc(C)n2)n1,0.05,1484,i,4%,0.027,-0.25,-0.56,1.4,1.6,1.5,7.8,6%,i,17,-2.6,1118,-21%
Cc1cccc(NC(=O)CSc2nc3ccc(N4C(=O)c5ccccc5C4=O)cc3s2)c1C,-0.08,1521,i,15%,0.4,-0.054,0.76,0.55,1.8,1.3,3.0,11%,i,19,-1.5,1378,14%
CCOC(=O)c1c(/N=C/N(C)C)sc(C(=O)OC)c1C,-0.26,1214,i,-5%,-0.5,0.14,-0.25,0.49,2.9,2.0,4.0,27%,i,10,-6.9,923,-19%
COc1cccc(C2c3c(oc4cc(C)c(C)cc4c3=O)C(=O)N2CCCN(C)C)c1 (stereo not given),-0.23,958,i,4%,-0.98,-0.23,-0.46,0.62,3.6,4.9,7.4,11%,i,1,·,·,-16%
O=C(O)C1CC=CCC1C(=O)N1CCN(c2nc(-c3ccccc3Cl)c3cc(Br)ccc3n2)CC1 (stereo not given),0.11,1354,·,1%,·,·,·,·,·,·,·,·,·,·,1.1,1429,-35%
CCCCCC(=O)N/N=C/c1ccc(N(C)C)cc1,-0.01,1547,i,-37%,1.2,-0.26,0.74,-0.73,2.0,2.5,18,2%,i,-7,0.2,1133,-35%
CC(C)(C)c1cc(Cl)c(O)c(NC(=S)NC(=O)c2cccnc2)c1,-0.14,1264,i,25%,0.81,-0.12,0.76,-0.45,2.1,2.1,5.8,-5%,i,9,-0.9,1128,22%
COc1ccc(OCC(=O)Nc2ccccc2-c2ccccc2)cc1,-0.3,1525,i,-25%,1.7,-0.043,1.4,-1.9,34*,26*,68*,-11%,i,8,1.0,1575,-32%
CCOC(=O)c1ccc(N2CCOCC2)c(NC(=O)COCC(=O)O)c1,0.11,1417,i,-16%,0.77,-0.28,0.22,0.066,·,·,·,-3%,·,·,1.9,1062,1%

# One compound at a time, from the list above. Order of screens: Insulin prom up, Insulin prom up cell count, Yfh1-off respiration, HEK293 NOD2/NF-kB, Dynein transport, Dynein transport cytoplasmic EGFP, Dynein transport nuclear GR-EGFP, Dynein transport cell count, MT stabilize HCS, MT stabilize HCS Hoechst-high %, MT stabilize HCS cytotoxicity %, P. falciparum M17LAP, Autophagy HCS, Autophagy HCS cell loss 18 h, b-catenin transl, b-catenin transl cell count 5 µM, NOD1 inhibition
# Record of `COc1ccc(-c2cc3nc(C)c(CCC(=O)NCc4ccco4)c(C)n3n2)c(OC)c1` → 0.42, 1234, i, 7%, 3.2, -0.034, 2, -2.4, 3.0, 1.3, 4.5, 9%, i, 3, -1.9, 1336, -9%
# Record of `O=S(=O)(Cc1ccccc1Cl)c1ncn[nH]1` → 0.06, 1085, i, 4%, 0.79, -0.19, 1.5, -1.4, ·, ·, ·, -8%, ·, ·, -0.2, 1311, -9%
# Record of `CCCCCC(=O)N/N=C/c1ccc(N(C)C)cc1` → -0.01, 1547, i, -37%, 1.2, -0.26, 0.74, -0.73, 2.0, 2.5, 18, 2%, i, -7, 0.2, 1133, -35%

# Screening results: PubChem, several laboratories

# These rows are one share of the data (hit frequency here may not be typical).
